proCasp3 act = activates human procaspase-3; activation, % at 8.5 µM; recombinant procaspase-3 D3A, Ac-DEVD-pNA absorbance 405 nm; 330,000 tested, 0.11% active;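 active = activation above the mean of all tested compounds plus 3 SD, cut at about 21% in these data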;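 note: 0% = DMSO alone and 100% = DMSO wells spiked with extra 5 µM PC-3 D3A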
Target sequence (P42574 whole entry D9A/D28A/D175A): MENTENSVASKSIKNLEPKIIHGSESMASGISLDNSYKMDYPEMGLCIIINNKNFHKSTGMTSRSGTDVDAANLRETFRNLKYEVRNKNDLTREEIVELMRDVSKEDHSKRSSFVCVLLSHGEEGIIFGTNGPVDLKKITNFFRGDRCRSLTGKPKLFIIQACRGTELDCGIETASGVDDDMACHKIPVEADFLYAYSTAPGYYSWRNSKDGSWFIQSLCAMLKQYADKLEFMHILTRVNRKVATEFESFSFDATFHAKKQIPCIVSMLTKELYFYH
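System: Procaspase-3 D3A mutant. Medium: Zinc-free 300 mM NaCl, 50 mM HEPES, 0.01% Triton X-100. Schedule: 1 h preincubation plus 2 h reaction at 25 °C. Measured by: 405 nm absorbance of p-nitroaniline, reads at 0 and 120 min. Read-out: percent activation relative to control range.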
PAFAH2 inh = PAFAH2 (human) inhibition; inhibition, % at 3.39 µM; recombinant PAFAH2, FP-rhodamine activity probe, fluorescence polarization; 340,000 tested, 0.99% active;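 active = inhibition above the mean over all tested compounds plus 3 SD, cut at about 30% in these data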;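 note: inhibitors block probe labeling of enzyme so polarization drops; 0% = enzyme with DMSO and 100% = wells lacking PAFAH2 protein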
PP1 inh = counter-screen for PP5 inhibitors: inhibitors of human PP1-alpha; purified PP1alpha, OMFP fluorescence; inhibition, % at 6.7 µM; 320,000 tested, 0.9% active; AID 2235;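 active = inhibition above the mean inhibition of all tested compounds plus 3 SD, computed separately for each screening campaign, cut at about 15% in these data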
Target sequence (P62136 whole entry, looked up): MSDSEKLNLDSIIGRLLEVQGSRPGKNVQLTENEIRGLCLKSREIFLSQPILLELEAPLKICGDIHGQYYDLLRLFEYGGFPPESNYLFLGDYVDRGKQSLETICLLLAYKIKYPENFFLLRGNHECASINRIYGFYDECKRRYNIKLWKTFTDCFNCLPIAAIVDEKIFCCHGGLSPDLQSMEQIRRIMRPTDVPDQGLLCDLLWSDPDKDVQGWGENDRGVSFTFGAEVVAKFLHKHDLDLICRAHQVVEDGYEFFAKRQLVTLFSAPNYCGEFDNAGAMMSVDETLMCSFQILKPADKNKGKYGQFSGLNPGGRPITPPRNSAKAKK
AHR activator = activates the human aryl hydrocarbon receptor | P35869 | AHR-responsive luciferase reporter cells, luminescence | activation, % at 5 µM | 320,000 tested, 2.5% active | AID 2796; in the data active = activation above about 47%;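 note: 0% = vehicle wells and 100% = reference agonist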
PP5 inh = inhibitors of human protein phosphatase 5 (PP5); P53041; purified PP5c, OMFP substrate fluorescence; inhibition, % at 6.7 µM; 320,000 tested, 0.18% active;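 active = inhibition above the campaign's mean inhibition across all tested compounds plus 3 SD, cut at about 9.5% in these data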;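 note: 0% = DMSO only and 100% = 100 µM cantharidin control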
TPT1 inh = inhibitors of Candida albicans tRNA 2'-phosphotransferase TPT1; recombinant caTPT1, FP RNA substrate dephosphorylation; inhibition, % at 5 µM; 300,000 tested, 0.81% active; AID 1962;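 active = inhibition above the mean of all tested compounds plus 3 SD, set per screening campaign, cut at about 24% in these data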;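 note: plate controls were DMSO alone for no effect and ferristatin control at 100 nM for full effect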
procasp7 counter = activates human procaspase-7, counter-screen for procaspase-3 activators. P55210. recombinant procaspase-7, Ac-DEVD-pNA absorbance 405 nm; D23A/D198A/D206A triple mutant, cannot self-cleave; scale: DMSO 0, 5 µM enzyme 100. activation, % at 8.5 µM. 330,000 tested, 0.093% active. AID 463210;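 active = percent activation above the screen-wide mean plus 3 SD, cut at about 25% in these data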
Target sequence (P55210 whole entry D23A/D198A/D206A): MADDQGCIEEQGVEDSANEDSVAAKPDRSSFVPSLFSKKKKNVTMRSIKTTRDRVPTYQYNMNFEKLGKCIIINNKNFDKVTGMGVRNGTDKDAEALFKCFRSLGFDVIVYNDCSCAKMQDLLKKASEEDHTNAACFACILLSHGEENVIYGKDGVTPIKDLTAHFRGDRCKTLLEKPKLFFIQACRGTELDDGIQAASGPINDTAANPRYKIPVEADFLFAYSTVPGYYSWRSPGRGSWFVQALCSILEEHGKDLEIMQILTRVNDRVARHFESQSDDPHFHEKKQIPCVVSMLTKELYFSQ
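System: Procaspase-7 triple mutant (PC-7 D3A); measure: % activation from two-timepoint absorbance difference, scaled to controls; times: 1 h compound preincubation, 2 h substrate cleavage, 25 °C; also added: Ac-DEVD-pNA substrate, 400 µM as added; measured by: Epi-absorbance of released pNA at 405 nm, two timepoints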
HCV core dimer = HCV core protein dimerization inhibition | inhibition, % at 5 µM | 300,000 tested, 0.33% active | AID 1899 | TR-FRET GST/Flag-core106 dimerization, 1536-well;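 active = inhibition above the mean of all tested compounds plus 3 SD, set per screening campaign, cut at about 45% in these data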
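Assay system: GST-tagged and Flag-tagged HCV core protein residues 1-106 / Times: compound-protein-antibody incubation 4 h at 22.5 °C / Signal: time-resolved FRET, ex 340 nm, em 617 and 671 nm / Evaluation: % inhibition based on acceptor/donor emission ratio / Benchmarks: wells lacking GST-core106 and wells with excess unlabelled core106 / Repeats: singlicate, one well per compound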
Fh CTSL1 inh = cathepsin L1 inhibition, PFM18AAP counter-screen | recombinant F. hepatica cathepsin L1, Z-Leu-Arg-MCA fluorescence | inhibition, % at 5.96 µM | 300,000 tested, 0.49% active | AID 1906;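 active = inhibition above the mean of all tested compounds plus 3 SD, set per screening campaign, cut at about 17% in these data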;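 note: 0% = plate median of test compound wells and 100% = 1 µM Z-Phe-Ala-diazomethylketone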
* = called active by the depositor; / = not tested or not shown.

SMILES | proCasp3 act | PAFAH2 inh | PP1 inh | AHR activator | PP5 inh | TPT1 inh | procasp7 counter | HCV core dimer | Fh CTSL1 inh
Cc1ccc2nsnc2c1S(=O)(=O)N1CCN(C(=O)C2CCCO2)CC1 (stereo not drawn) | -5 | 4 | -7 | 1 | -0.8 | -1 | -3 | 1 | -5
N/C(=N\OC(=O)c1ccccc1F)c1ccc([N+](=O)[O-])cc1 | -7 | 4 | -1 | -4 | 2.5 | -4 | 0 | 3 | -7
O=C(Nc1ccc(N2CCCCC2)cc1)c1cc(S(=O)(=O)N2CCOCC2)ccc1F | -6 | -1 | -5 | 0 | -0.5 | -4 | 8 | 2 | -2
CSCC[C@H](NC(=O)c1cccc(S(=O)(=O)N2CCN(C)CC2)c1)c1nc2ccccc2[nH]1 | 8 | 10 | / | 1 | / | / | 4 | / | /
CCN(CC)CCN(C(=O)c1ccc2c(c1)CCCC2)c1nc2ccc(C)cc2s1 | 3 | 1 | 2 | 1 | 4.4 | -1 | -7 | -20 | 5
COc1ccc(NC(=O)CCN2CCCCC2)cc1 | 2 | 5 | -5 | -1 | -0.8 | 0 | 8 | -7 | -1
CCCCCOc1ccc(N2C(=O)CC(N(O)c3ccccc3)C2=O)cc1 (stereo not drawn) | -6 | -3 | 9 | 2 | -0.4 | -6 | 5 | 18 | 1
CN(c1cccc(NS(=O)(=O)c2cccs2)c1)S(C)(=O)=O | 1 | -8 | 3 | 0 | -5.5 | -1 | -5 | 0 | 4
CCn1c(=O)c(C(=O)Nc2ccccc2)c(O)c2ccccc21 | -7 | -15 | -3 | 19 | -1.3 | 4 | 2 | -3 | 0
Cc1cccc(NC(=O)CCc2c(C)nn(-c3ccc(N4CCCCC4)nn3)c2C)c1 | 11 | 3 | 4 | 3 | 3.1 | -2 | 5 | 4 | 0
CC(=O)NC1CC2CCCC(C1)N2C(=O)Nc1ccc(Cl)c(C(F)(F)F)c1 (stereo not drawn) | -3 | 2 | 0 | 6 | 0.9 | -3 | 7 | -7 | 0
O=C(c1cc(COc2cccc(C(F)(F)F)c2)on1)N1C[C@@H]2CCC[C@H]1C2 | 7 | -1 | 4 | 1 | 4.7 | -3 | 0 | 15 | 1
Cn1cnnc1SC(C(=O)Nc1ccc(F)cc1)c1ccccc1 (stereo not drawn) | 4 | -8 | -3 | 0 | -0.3 | -1 | 8 | -3 | -7
COc1ccc(CN2CCN(C(=O)CCC(=O)c3ccc(C)s3)CC2)cc1OC | 4 | -3 | -3 | 3 | 0.7 | / | -2 | / | /
CCOc1ccc(/C=C(/NC(=O)c2ccccc2Cl)C(=O)O)cc1 | 5 | 2 | -2 | 0 | -0.4 | -5 | 2 | -6 | 2
Cc1nc(SCC(=O)N2CCCCC2)c2c(C)c(C)sc2n1 | 2 | 7 | -1 | 5 | 2.8 | 1 | 11 | 2 | -2
Cc1[nH]c2ccc(Cl)cc2c(=O)c1CN1CCCC1 | 10 | -12 | 1 | 5 | 0.6 | -3 | 1 | -7 | -2
CCC(C)[C@H](NC(=O)OC(C)(C)C)C(=O)NCC1CCC(C(=O)N[C@@H](Cc2ccccc2)C(=O)O)CC1 (stereo partly drawn) | 10 | 0 | -1 | 1 | 2.2 | -5 | 11 | 4 | -3
O=C(COC(=O)/C=C/c1cccc(Br)c1)NCc1cccs1 | -6 | 10 | / | 2 | / | / | -1 | / | /
Cc1ccc(N2C(=O)N(CC(=O)c3cc(C)ccc3C)C(=O)C2C)cc1 (stereo not drawn) | 9 | 8 | 2 | 5 | 5.0 | 6 | 0 | 1 | 2
CN(C)CCCOC(=O)c1ccccc1 | 15 | 9 | -4 | -2 | -0.5 | -4 | 6 | -3 | -1
CC(C)c1ccc(C(=O)NNC(=O)c2ccncc2)cc1 | 5 | -2 | 4 | 6 | 2.1 | 2 | -5 | -4 | -2
COc1ccccc1CNC(=O)Cn1cccc1 | 0 | -10 | -2 | 4 | 1.9 | -1 | 7 | -2 | 0
Cc1ccc(C(O)c2nccn2C)o1 (stereo not drawn) | -3 | 4 | -3 | 2 | -0.4 | -2 | -16 | 3 | 15
CC(=O)NC(CCS(C)(=O)=O)C(=O)Nc1cccc(Cl)c1Cl (stereo not drawn) | 1 | -4 | -5 | 7 | 0.1 | -2 | 9 | -4 | -2

Next part, overlapping the part above by two compounds.
SMILES | proCasp3 act | PAFAH2 inh | PP1 inh | AHR activator | PP5 inh | TPT1 inh | procasp7 counter | HCV core dimer | Fh CTSL1 inh
Cc1ccc(C(O)c2nccn2C)o1 (stereo not drawn) | -3 | 4 | -3 | 2 | -0.4 | -2 | -16 | 3 | 15
CC(=O)NC(CCS(C)(=O)=O)C(=O)Nc1cccc(Cl)c1Cl (stereo not drawn) | 1 | -4 | -5 | 7 | 0.1 | -2 | 9 | -4 | -2
O=C(Cc1c[nH]c2ccccc12)N/N=C/c1ccccc1O | -8 | 1 | 0 | 31 | -0.4 | 2 | -6 | 4 | -5
Cc1c(S(=O)(=O)Nc2ccc3c(c2)OCCO3)cnn1C | 0 | 3 | -4 | 0 | 1.3 | -4 | 4 | -2 | -2
COc1ccc(NC(=O)c2ccc(N(C)S(C)(=O)=O)cc2)cc1OC | 1 | 1 | 0 | 2 | 0.7 | 0 | 0 | 0 | 0
O=C(CCc1nc2sc3c(c2c(=O)[nH]1)CCCC3)NCCOc1ccccc1 | -6 | 1 | -5 | 3 | -4.2 | 20 | -5 | 27 | -1
COc1cccc(NC(=O)CN(C)C(=O)c2cc(-c3ccccc3)nc3ccccc23)c1 | -1 | -3 | 0 | 3 | 2.1 | -1 | 2 | 4 | 3
O=C(CSc1nnc(NC(=O)c2ccco2)s1)NCc1ccc2c(c1)OCO2 | -1 | -2 | -2 | 3 | -0.4 | 0 | 0 | 4 | 6
COc1ccc(S(=O)(=O)N(C)CC(=O)NC2CCCCC2)cc1Cl | 5 | -4 | -4 | -1 | -1.2 | -1 | 6 | -4 | 2
COC(=O)C(Cc1ccccc1)NC(=O)CNS(=O)(=O)c1ccc(Br)cc1 (stereo not drawn) | -2 | -4 | 0 | -1 | -0.8 | -3 | -2 | 1 | -2
O=C(COC(=O)/C=C/c1ccco1)Nc1ccccc1 | 1 | 85* | -3 | 1 | -1.1 | -5 | -3 | 4 | -3
c1coc(CN2CCN(C(c3cccs3)c3nnnn3C3CCCC3)CC2)c1 (stereo not drawn) | 2 | -1 | -2 | 0 | -1.8 | -2 | -3 | 4 | 4
c1ccc(Oc2ccc3ccccc3n2)cc1 | 2 | -2 | -4 | -3 | 0.2 | -1 | -1 | 9 | 1
Cc1cc(NC(=O)c2cc(-c3ccc(C)s3)nc3ccccc23)no1 | -2 | 11 | -1 | 11 | 0.1 | -3 | -114 | 4 | 4
CN=c1scc(C)n1/N=C/c1cc(Br)c(O)c(OC)c1 | -2 | 3 | -1 | 34 | 2.1 | 1 | 2 | -22 | 4
Cc1ccccc1NC(=O)COC(=O)c1cccnc1 | -2 | 12 | -1 | -1 | -0.8 | 0 | 7 | -5 | 0
O=C(COC(=O)c1ccc[nH]c1=O)NCCCc1ccccc1 | 0 | -1 | -3 | 0 | -0.3 | / | 3 | / | /
CCC(=O)Nc1ccccc1Oc1ccccc1 | 1 | -10 | -4 | 3 | 3.0 | -3 | 5 | 2 | 4
Cc1ccc2cc3c(NC(=O)C(C)C)nn(C)c3nc2c1 | -4 | 5 | 0 | 66* | 1.7 | 1 | 1 | 3 | 1
O=[N+]([O-])c1ccccc1/C=N\N1CCN(Cc2ccccc2Cl)CC1 | 5 | -5 | -1 | -1 | 0.7 | 1 | -1 | 10 | 1
CC(OC(=O)c1cc2c(s1)CCCCC2)C(=O)NC(N)=O (stereo not drawn) | 1 | 8 | -3 | 3 | -1.1 | 3 | 5 | 2 | -1
COc1ccc(C)cc1NC(=O)CN1c2cccc3cccc(c23)S1(=O)=O | 3 | -5 | 1 | 9 | 3.0 | / | 15 | / | /
CCn1nc(NC(=O)c2ccccn2)c2cc3cccc(C)c3nc21 | 19 | -11 | -2 | 16 | 2.2 | -2 | 15 | -8 | 1
Cc1ccc(S(=O)(=O)CCC(=O)OCC(=O)Nc2cc(F)ccc2C)cc1 | 6 | -3 | 4 | 2 | 1.1 | -1 | -11 | -12 | -45
CC1CCCC(NC(=O)CN(C)CC(=O)Nc2cccc(F)c2)C1C (stereo not drawn) | -1 | 6 | 0 | 2 | 3.6 | / | 6 | / | /
Cc1[nH]c2ccccc2c1/C=N/NC(=O)c1cccc(S(=O)(=O)Nc2ccccc2Cl)c1 | -6 | -1 | 3 | 27 | 5.6 | 22 | -14 | 10 | 1
CCCCCCOc1ccc(OCC(O)CN2C(=O)NC(C)(C)C2=O)cc1 (stereo not drawn) | -5 | 2 | 1 | 4 | 6.2 | -2 | -1 | -6 | -1
Other records follow.
SMILES | proCasp3 act | PAFAH2 inh | PP1 inh | AHR activator | PP5 inh | TPT1 inh | procasp7 counter | HCV core dimer | Fh CTSL1 inh
CCOC(=O)N1CCC(NC(=O)C2CCN(S(=O)(=O)c3cnc[nH]3)CC2)CC1 | 7 | 5 | -3 | 0 | -1.9 | -3 | 11 | -5 | -1
COc1ccc(F)cc1S(=O)(=O)Nc1cccc(C(=O)O)c1 | 7 | 6 | -3 | 3 | -1.3 | -3 | 3 | -4 | -1
CCN1CCN(C(=O)c2ccccc2NS(=O)(=O)c2ccc(Cl)cc2)CC1 | 9 | -5 | -3 | -1 | 0.9 | -1 | -4 | 2 | -1
CCn1ncc([N+](=O)[O-])c1C(=O)N1CCc2ccccc2C1 | -4 | 9 | 0 | 4 | -1.0 | -3 | 6 | 6 | -2
CC1(C)Cc2nc3[nH]c(=S)[nH]c(=O)c3cc2CO1 | -2 | -8 | -2 | 3 | 2.1 | -3 | 3 | 1 | 2
CN(c1nc2ccccc2[nH]c1=O)C1CCCCC1 | 0 | 6 | 7 | 9 | 2.7 | 10 | -3 | -12 | 9
COc1ccc(NC(=O)Cc2ccc(Cl)cc2Cl)cn1 | -3 | 2 | -3 | 0 | 1.6 | 2 | 2 | 1 | 1
N#Cc1c(NC(=O)COC(=O)c2ccc(F)cc2)sc2c1CCC2 | 7 | 1 | -4 | 7 | 2.2 | -1 | 4 | 4 | -2
Cc1cccc(N2CCN(C(=O)Cc3ccc(-n4c(=O)[nH]c5ccsc5c4=O)cc3)CC2)c1C | -4 | 1 | 3 | -8 | 0.6 | 3 | 8 | 21 | 0
Cc1ccc(CNc2cnn(C34CC5CC(CC(C5)C3)C4)c(=O)c2Cl)cc1 | -11 | 4 | 2 | -1 | 0.2 | 0 | -3 | 15 | -1

In another format: results already given
mol	proCasp3 act	PAFAH2 inh	PP1 inh	AHR activator	PP5 inh	TPT1 inh	procasp7 counter	HCV core dimer	Fh CTSL1 inh
CC1CCCC(NC(=O)CN(C)CC(=O)Nc2cccc(F)c2)C1C (stereo not drawn)	-1	6	0	2	3.6	/	6	/	/
Cc1ccc2cc3c(NC(=O)C(C)C)nn(C)c3nc2c1	-4	5	0	66*	1.7	1	1	3	1
N#Cc1c(NC(=O)COC(=O)c2ccc(F)cc2)sc2c1CCC2	7	1	-4	7	2.2	-1	4	4	-2
